From PubChem BioAssay
PMI activator – activators of human phosphomannose isomerase; P34949; purified human PMI, coupled resazurin fluorescence, 20 min; active compounds read high; 1 = vehicle control, 0 substrate-free wells; activation factor at 20 µM; actives 0.005% (n = 190,000);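 active = activation factor of 2 or more at 20 µM, relative to plate controls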
TNAP inh no acc – blocks human TNAP activity with no phosphate acceptor present. purified TNAP, CDP-star luminescence, 30 min. inhibition, % at 20 µM. actives 0.26% (n = 200,000). AID 1012;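 active = tissue-nonspecific alkaline phosphatase inhibition above about 50% at 20 µM in the single-dose screen, limit read from the data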;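 note: 0% = DMSO negative control and 100% = EDTA positive control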
Target sequence (P05186 whole entry, looked up): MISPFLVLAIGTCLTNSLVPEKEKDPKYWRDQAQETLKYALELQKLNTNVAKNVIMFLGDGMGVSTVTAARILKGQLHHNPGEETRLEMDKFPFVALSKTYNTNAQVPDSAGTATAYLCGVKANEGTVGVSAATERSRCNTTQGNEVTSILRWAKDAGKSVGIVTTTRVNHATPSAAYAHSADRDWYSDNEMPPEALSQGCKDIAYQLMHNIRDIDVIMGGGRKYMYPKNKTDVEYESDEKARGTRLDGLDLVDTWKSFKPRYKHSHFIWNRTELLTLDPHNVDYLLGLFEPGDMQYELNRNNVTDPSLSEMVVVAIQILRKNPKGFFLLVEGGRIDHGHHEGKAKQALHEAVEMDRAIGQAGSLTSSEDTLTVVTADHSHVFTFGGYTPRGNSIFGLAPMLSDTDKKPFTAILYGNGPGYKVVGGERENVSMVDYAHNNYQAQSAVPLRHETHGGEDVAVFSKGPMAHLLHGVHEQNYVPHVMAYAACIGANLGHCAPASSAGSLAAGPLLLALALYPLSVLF
TNAP inh hiacc – inhibitors of human TNAP at high phosphate acceptor concentration | P05186 | purified TNAP, CDP-star luminescence, 1 M DEA | inhibition, % at 20 µM | actives 0.03% (n = 200,000) | AID 1135;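 active = over 50% inhibition of tissue-nonspecific alkaline phosphatase at 20 µM in the single-dose screen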;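 note: plate controls were DMSO wells for no effect and EDTA-quenched wells as full inhibition for full effect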
Diaph act CS – diaphorase activation or chemical reduction counter-screen; Diaphorase/resazurin coupled assay, resorufin fluorescence, 16 min; active compounds read high; 1 = vehicle wells, 0 = NADH-free wells; activation factor at 20 µM; actives 0.005% (n = 190,000); AID 1229;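 active = diaphorase activity raised at least twofold by the compound at 20 µM; inactive = activation factor below 2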
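Material: Purified diaphorase enzyme from Clostridium kluyveri | Buffer or medium: 50 mM HEPES pH 7.4 with 4.542 mM MgCl2, 0.005% Tween 20 | Times: 16 min enzyme reaction, ambient temperature | Signal: Red resorufin fluorescence at 544/590 nm excitation/emission | Measure: Increased resorufin signal from activators or reducing compounds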
PMI act hi M6P – increases human PMI activity with near-saturating mannose 6-phosphate. P34949. coupled PMI enzyme assay, resazurin fluorescence, 20 min; active compounds read high; 1 = untreated enzyme, 0 = substrate-free blank. activation factor at 20 µM. actives 0.34% (n = 190,000). AID 1216;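 active = activation factor of 2 or more at 20 µM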
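Material: human phosphomannose isomerase with PGI, G6PDH, diaphorase coupling enzymes; amount: PMI at 15 ng/mL final; also added: Mannose-6-phosphate 1.0 mM (near-saturating) plus 0.22 mM NADP+; incubation: enzyme reaction with compound 20 min at room temperature; signal: resorufin fluorescence (Ex 544/Em 590 nm) from resazurin via diaphorase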
TNAP act hiacc – activators of human TNAP at high phosphate acceptor concentration. P05186. purified TNAP, CDP-star luminescence, 1 M DEA, 30 min; active compounds read high; 0 = EDTA background, 1 = DMSO-only activity. activation factor at 20 µM. 200,000 tested, under 10 active;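 active = activation factor at least 2 at 20 µM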
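Test system – human TNAP · Doses – 20 µM single point · Incubation – 30 min, room temperature · Signal – luminescent substrate turnover signal · Read-out basis – activation factor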
Diaphorase inh – diaphorase inhibition or chemical oxidation counter-screen; diaphorase resazurin-to-resorufin fluorescence, NADH, 16 min; bacterial (C. kluyveri) enzyme, not human; inhibition, % at 20 µM; actives 0.69% (n = 190,000); AID 1217;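 active = primary screen inhibition at 20 µM above a set limit, cut at about 50% in these data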;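 note: plate controls were DMSO with full reaction for no effect and wells lacking NADH for full effect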
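Test system: Clostridium kluyveri diaphorase enzyme / Quantity: diaphorase at 0.14 U/mL in enzyme working solution / Incubation: 16-min room-temperature incubation before reading / Benchmarks: NADH-free wells as positive control, DMSO-only neutral wells / Signal: resorufin fluorescence 544/590 nm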
G6PDH CS – L. mesenteroides G6PDH inhibition counter-screen | inhibition, % at 5 µM | actives 0.12% (n = 200,000) | Purified L. mesenteroides G6PDH, diaphorase/resazurin coupled fluorescence, 45 min; in the data active = inhibition above about 50%
Efa HMGR inh – E. faecalis class II HMG-CoA reductase inhibition. purified E. faecalis HMGR, NADPH absorbance 340 nm kinetic. inhibition, % at 10 µM. actives 0.41% (n = 190,000);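 active = inhibition above a set limit, the median over all tested compounds plus 3 SD, cut at about 9.5% in these data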;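 note: enzyme runs in reverse so mevalonate oxidation gives rising NADPH absorbance; 0% = complete reaction with DMSO and 100% = background rate lacking mevalonate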
FLuc stim CS – firefly luciferase counter-screen for stimulation assays | P08659 | ATPlite luciferase biochemical, luminescence, 10 min; 0 = ATP-free wells, 1 = DMSO control | activation factor at 10 µM | 200,000 tested, under 10 active | AID 1027;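 active = luciferase activation factor, scaled between plate controls, of at least 2 with compound at 10 µM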
Target sequence (P08659 whole entry, looked up): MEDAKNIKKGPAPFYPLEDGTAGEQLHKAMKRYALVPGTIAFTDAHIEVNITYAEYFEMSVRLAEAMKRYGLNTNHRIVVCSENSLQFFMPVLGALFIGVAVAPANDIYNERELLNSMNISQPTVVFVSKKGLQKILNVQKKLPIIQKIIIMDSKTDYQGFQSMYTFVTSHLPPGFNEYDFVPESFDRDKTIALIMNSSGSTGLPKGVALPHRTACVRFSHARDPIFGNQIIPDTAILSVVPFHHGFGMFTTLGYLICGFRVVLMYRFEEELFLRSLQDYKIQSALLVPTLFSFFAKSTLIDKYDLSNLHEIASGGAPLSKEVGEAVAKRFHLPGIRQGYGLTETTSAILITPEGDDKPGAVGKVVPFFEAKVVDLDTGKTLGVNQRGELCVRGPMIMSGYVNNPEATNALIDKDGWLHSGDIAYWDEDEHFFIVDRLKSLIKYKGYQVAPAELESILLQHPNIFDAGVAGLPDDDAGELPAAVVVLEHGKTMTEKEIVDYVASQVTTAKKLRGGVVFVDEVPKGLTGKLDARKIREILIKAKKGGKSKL
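System: luciferase plus luciferin reagent, cell-free; medium: PBS as buffer for the ATP substrate; dosing: test compounds dosed from 2 mM stocks in 100% DMSO; timing: 10 min post-reagent at room temperature; measured by: luminescence measurement of luciferase light output; evaluation: luciferase activation, seen as luminescence increase over controls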
Starred values were filed as active, the others as inactive.

SMILES | PMI activator | TNAP inh no acc | TNAP inh hiacc | Diaph act CS | PMI act hi M6P | TNAP act hiacc | Diaphorase inh | G6PDH CS | Efa HMGR inh | FLuc stim CS
CN(c1ccccc1)c1ccc(/C=C(\CCC(=O)O)c2nc3ccccc3s2)cc1[N+](=O)[O-] | 0.9 | 8.0 | 14.9 | 0.7 | 0.9 | 0.9 | 29.7 | 12.4 | 3.5 | 1.1
Cn1c(=O)[nH]c(=O)c2c1nc(OC(=O)c1ccccc1)n2CC(O)COc1ccccc1 (stereo unspecified) | 1.1 | -10.2 | -4.0 | 1 | 1 | 1 | 0.1 | 15.0 | -7.9 | 1
CCOCc1cnc(C)nc1NCC(=O)c1c(C)n(C)c2ccc(OC)cc12 | 0.9 | -11.7 | -4.5 | 0.8 | 0.9 | 1 | 16.9 | 5.1 | 1.6 | 1.1
NS(=O)(=O)c1ccc2nc(NC(=O)C3CCCO3)sc2c1 (stereo unspecified) | 1.1 | -9.1 | -5.3 | 1 | 1.2 | 1.1 | 4.2 | -2.8 | 0.5 | 1
CCOc1ccc2nc(-c3ccc(OC)c(OC)c3)cc(C(=O)O)c2c1 | 0.9 | -4.5 | 6.9 | 0.9 | 1 | 0.9 | 6.2 | 2.0 | -1.6 | 1
O=C(C/C=N\OCc1ccc(Cl)cc1Cl)Nc1ccccc1 | 0.9 | -13.4 | -4.9 | 0.7 | 0.8 | 1 | 29.3 | -4.1 | -6.9 | 1
Cc1cc2cc(CCNC(=O)C3c4ccccc4Oc4ccccc43)c(=O)[nH]c2cc1C | 1.1 | -12.7 | -2.1 | 1 | 1 | 1 | -1.8 | 5.9 | 3.5 | 1
COc1ccc(CC(=O)N2CCN(c3ccccn3)CC2)cc1 | 1 | -5.9 | -4.5 | 1 | 0.9 | 1 | 4.9 | 12.5 | 0.1 | 1
CCc1c(C)sc(NC(=O)Cn2nc(C)c([N+](=O)[O-])c2C)c1C(N)=O | 0.5 | -9.7 | -5.9 | 0.9 | 0.8 | 1.1 | 5.1 | 7.2 | 1.3 | 1.1
O=C(c1ccccc1)N1CCN(c2n[nH]c(=O)[nH]c2=O)CC1 | 1.2 | -1.4 | -2.9 | 1 | 1.1 | 1 | -2.8 | 10.1 | -4.8 | 1
O=C(NN=C1CCN(Cc2ccccc2)CC1)c1ccccc1O | 1.3 | -6.1 | 0.3 | 1 | 1.1 | 1 | 3.5 | 7.5 | -2.1 | 0.9
O=C(CSc1nnc(Cn2nnc(-c3ccccc3)n2)n1-c1ccccc1)Nc1ccc(F)cc1 | 0.9 | -13.9 | -8.5 | 1.1 | 1 | 1.1 | -8.4 | 13.3 | -0.8 | 1
Cc1nc(NC(=O)C(Cl)Cl)sc1C(=O)N(C)C | 1.1 | -6.0 | -0.6 | 0.9 | 0.7 | 1 | 12.2 | 6.7 | -3.8 | 1
CCOC(=O)/C=C(\C)Sc1cc(=O)oc2ccccc12 | 1 | -9.7 | -1.4 | 0.9 | 1 | 1 | 9.8 | 2.7 | -3.4 | 1
CCOc1cc(-c2noc(N)c2C(=O)OC)cc(OCC)c1OCC | 1 | -9.3 | -5.8 | 0.9 | 1 | 1.1 | 13.1 | 1.3 | -1.5 | 1
CN(C)c1ccc(NC(=O)CCCc2ccccc2)cc1 | 0.9 | -10.7 | -2.1 | 0.9 | 1 | 1 | 9.6 | -5.1 | -4.0 | 0.8
CCSc1nc(N)c(C#N)c(-c2ccccc2Cl)c1C#N | 1.1 | -19.8 | -9.8 | 0.7 | 1.3 | 1.1 | 25.4 | -2.9 | 1.2 | 1
CCCn1c(=S)[nH]c2cc(C(=O)N3CCN(c4ccccc4OC)CC3)ccc2c1=O | 1 | -9.1 | -3.5 | 0.9 | 1 | 1 | 6.9 | -0.1 | -2.5 | 1.1
CS/C(=N\S(=O)(=O)c1cccs1)Nc1ccc(F)c(Cl)c1 | 0.8 | -2.2 | -4.1 | 0.8 | 0.9 | 1 | 15.6 | 6.6 | 4.3 | 1
CCn1nc(C(=O)N2CCc3ccccc3C2)c2ccccc2c1=O | 1 | -10.2 | -3.4 | 0.8 | 0.9 | 1 | 22.7 | 3.8 | -5.8 | 1
N#CC(CO)(Cc1ccc(OC(F)F)cc1)c1nc2ccccc2[nH]1 (stereo unspecified) | 0.8 | -9.4 | 1.9 | 0.8 | 0.9 | 1 | 17.1 | 6.6 | -2.1 | 1
CCN(CC)C(C(=O)NC1CCCCC1)c1ccc(C)cc1 (stereo unspecified) | 1 | -5.5 | -2.0 | 1.1 | 1.1 | 1 | -14.7 | 4.2 | -2.2 | 1
O=C(CCc1nnc(-c2ccsc2)o1)N1CCCCC1CCn1ccnc1 (stereo unspecified) | 0.9 | -5.7 | -5.6 | 0.8 | 0.9 | 1.1 | 15.1 | 9.3 | -0.1 | 1
CCN(CC)C(=O)CSc1nc2cccnc2n1-c1ccccc1OC | 1.2 | -7.6 | -10.2 | 0.9 | 1 | 1.1 | 10.2 | 4.3 | 1.0 | 1.1
O=C(O)C1CCCCC1C(=O)Nc1cccc(C(=O)N2CCCCC2)c1 (stereo unspecified) | 0.9 | -5.6 | -1.8 | 0.8 | 0.8 | 1 | 18.9 | -0.8 | -0.5 | 1
O=[N+]([O-])c1ccc(COc2cccc(CNc3ccc(F)cc3)c2)cc1 | 1.1 | -7.6 | -2.3 | 0.8 | 1 | 1 | 17.3 | 1.5 | -4.8 | 0.9
O=C1NC(=S)N/C1=C/c1ccc(-c2c(Br)cc([N+](=O)[O-])cc2Br)o1 | 1 | -1.9 | 5.4 | 1 | 1 | 0.9 | 4.8 | -16.4 | -5.2 | 1.1
C=CCN1CCN(C(CCC)c2nnnn2Cc2ccco2)CC1 (stereo unspecified) | 1.2 | 0.1 | -1.6 | 1 | 1.3 | 1 | 2.3 | 11.9 | -4.1 | 1.1
Cc1ccc2oc(-c3ccco3)nc2c1 | 1 | -10.1 | -7.6 | 0.8 | 0.9 | 1.1 | 17.1 | -3.7 | 1.6 | 0.5
CC1CCCCC1NS(=O)(=O)c1ccc(S(=O)(=O)NCc2ccncc2)cc1 (stereo unspecified) | 0.9 | -4.4 | -3.3 | 0.9 | 1 | 1 | 8.4 | 5.6 | -3.5 | 1

Some of the entries so far, with values under each structure:
Under each structure – PMI activator, TNAP inh no acc, TNAP inh hiacc, Diaph act CS, PMI act hi M6P, TNAP act hiacc, Diaphorase inh, G6PDH CS, Efa HMGR inh, FLuc stim CS
O=C(c1ccccc1)N1CCN(c2n[nH]c(=O)[nH]c2=O)CC1
  1.2, -1.4, -2.9, 1, 1.1, 1, -2.8, 10.1, -4.8, 1
O=C(NN=C1CCN(Cc2ccccc2)CC1)c1ccccc1O
  1.3, -6.1, 0.3, 1, 1.1, 1, 3.5, 7.5, -2.1, 0.9

Taken from above:
For PMI activator, O=C(CCc1nnc(-c2ccsc2)o1)N1CCCCC1CCn1ccnc1 (stereo unspecified) has 0.9
For G6PDH CS, O=C1NC(=S)N/C1=C/c1ccc(-c2c(Br)cc([N+](=O)[O-])cc2Br)o1 has -16.4

Following part.
SMILES | PMI activator | TNAP inh no acc | TNAP inh hiacc | Diaph act CS | PMI act hi M6P | TNAP act hiacc | Diaphorase inh | G6PDH CS | Efa HMGR inh | FLuc stim CS
Cc1nnc(NC(=O)COc2ccccc2)s1 | 1 | -8.8 | -0.6 | 1 | 1 | 1 | 3.6 | 4.2 | 0.1 | 1
Cc1cc(=O)c2ccccc2s1 | 1 | -3.2 | -0.3 | 1.1 | 1 | 1 | -5.8 | 5.5 | -7.3 | 1
O=C(NC1CCCc2ccccc21)c1ccccc1Br (stereo unspecified) | 1.2 | 1.7 | -2.0 | 1 | 1.1 | 1 | 3.6 | 7.6 | -0.3 | 1
COc1ccc(CC(=O)N(Cc2cc3cc(OC)ccc3[nH]c2=O)C(C)C)cc1 | 0.9 | -8.8 | -4.8 | 0.8 | 1 | 1 | 17.5 | 1.0 | -2.8 | 1.1
CCCNC(=O)c1ccccc1NC(=O)CSCc1ccc(OC)cc1 | 1.1 | -9.7 | -6.6 | 0.9 | 1 | 1.1 | 5.6 | 6.8 | -7.5 | 1.1
C=CCn1c(Oc2ccccc2)nc2c1c(=O)n(C)c(=O)n2C | 1 | -4.5 | -4.3 | 0.8 | 1.1 | 1 | 16.9 | 23.0 | 16.3* | 1.1
Cc1ccccc1-n1nc(C(=O)O)c(C)c(C#N)c1=O | 1.1 | -14.5 | -9.7 | 0.8 | 1.1 | 1.1 | 20.6 | 9.1 | -3.3 | 1.1
C=CCNc1nc(Nc2ccc(OC)cc2)nc(OCC)n1 | 0.9 | -5.5 | 0.2 | 0.9 | 0.9 | 1 | 11.3 | -3.2 | -3.0 | 1
NC(=O)C1(c2ccccc2)CCCN1C(=O)c1ccccc1Br (stereo unspecified) | 1 | -8.3 | -4.9 | 0.9 | 1 | 1 | 5.7 | -5.3 | -4.2 | 1.1
CSCCC(NC(=O)c1cccc(C)c1)C(=O)OCC(=O)NC(=O)c1cccn1C (stereo unspecified) | 0.9 | -2.7 | 2.4 | 0.8 | 0.9 | 1 | 16.4 | -11.2 | -0.3 | 1
Cc1cccc(NC(=O)COC(=O)c2cc3ccccc3oc2=O)c1 | 1.1 | -10.5 | -2.3 | 1 | 1.1 | 1 | 3.2 | -4.2 | -4.1 | 1
CCC(C)(C(=O)NC1CCCC1)N(C)C(=O)Cc1c[nH]c2ccccc12 (stereo unspecified) | 1.1 | -8.4 | -5.6 | 1 | 1.2 | 1.1 | 4.7 | 2.5 | -2.7 | 1
CC(=O)Nc1ccc(OCC(O)Cn2c(C)nc3ccccc32)cc1 (stereo unspecified) | 1 | -4.8 | -2.9 | 1.1 | 1.1 | 1 | -5.9 | 6.3 | 1.5 | 1
O=C(NCCNc1ccc([N+](=O)[O-])cc1)c1ccc(Cl)cc1 | 1 | 2.3 | 11.2 | 0.9 | 0.9 | 0.9 | 13.5 | 2.8 | -2.9 | 1
